TDP1 inh = blocks human tyrosyl-DNA phosphodiesterase 1; Q9NUW8; recombinant TDP1, AlphaScreen DNA substrate cleavage; Potency, µM (doses to about 130 µM), for the others: at the top dose activity change, negative = inhibition, most hits filed as inhibitors; actives 0.28% (n = 350,000); AID 485290; note: nearly all actives have a fitted effect of over 40% in size
Target sequence (Q9NUW8 whole entry, looked up): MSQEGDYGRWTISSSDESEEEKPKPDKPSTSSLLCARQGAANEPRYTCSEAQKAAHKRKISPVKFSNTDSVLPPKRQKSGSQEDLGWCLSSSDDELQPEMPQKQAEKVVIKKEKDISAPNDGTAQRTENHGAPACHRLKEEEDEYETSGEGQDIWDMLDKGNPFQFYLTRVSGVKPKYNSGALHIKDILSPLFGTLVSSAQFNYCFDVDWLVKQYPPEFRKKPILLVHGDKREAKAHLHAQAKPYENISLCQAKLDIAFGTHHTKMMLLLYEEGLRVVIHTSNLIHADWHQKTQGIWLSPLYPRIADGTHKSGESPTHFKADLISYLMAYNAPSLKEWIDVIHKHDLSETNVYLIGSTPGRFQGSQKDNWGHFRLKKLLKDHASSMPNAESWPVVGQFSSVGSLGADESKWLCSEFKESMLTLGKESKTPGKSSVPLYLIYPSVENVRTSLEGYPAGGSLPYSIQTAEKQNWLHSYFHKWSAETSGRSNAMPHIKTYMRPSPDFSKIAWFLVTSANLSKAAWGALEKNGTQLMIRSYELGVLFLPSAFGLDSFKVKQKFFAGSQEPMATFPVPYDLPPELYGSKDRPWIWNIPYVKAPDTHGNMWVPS
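Recombinant human Tdp1 (E. coli-expressed, 1 nM final) preincubated with compounds 15 min at room temperature, then 5'-biotin/3'-phosphotyrosine-FITC DNA substrate (15 nM final) added for 5 min. AlphaScreen beads (10 ug/ml final) added 10 min; cleavage lowers signal.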
N370S GC = inhibits or activates N370S mutant glucocerebrosidase; P04062; N370S GC spleen homogenate, 4MU-glucoside fluorescence; Potency, µM (doses to about 59.4 µM), for the others: top-dose activity change, negative = inhibition, actives largely listed as inhibitors; actives 0.092% (n = 330,000); AID 2101;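 note: 0% = full enzyme activity and -100% = no enzyme basal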
FEN1 inhibitor = blocks human flap endonuclease 1; P39748; Recombinant FEN1 flap cleavage, fluorescence, 15 min; Potency, µM (titrated, usually from 114 µM), for the others: at the top dose activity change, negative = inhibition, usual class: inhibitors; actives 0.35% (n = 390,000); note: nearly all actives have a fitted effect of over 65% in size
Target sequence (P39748 whole entry, looked up): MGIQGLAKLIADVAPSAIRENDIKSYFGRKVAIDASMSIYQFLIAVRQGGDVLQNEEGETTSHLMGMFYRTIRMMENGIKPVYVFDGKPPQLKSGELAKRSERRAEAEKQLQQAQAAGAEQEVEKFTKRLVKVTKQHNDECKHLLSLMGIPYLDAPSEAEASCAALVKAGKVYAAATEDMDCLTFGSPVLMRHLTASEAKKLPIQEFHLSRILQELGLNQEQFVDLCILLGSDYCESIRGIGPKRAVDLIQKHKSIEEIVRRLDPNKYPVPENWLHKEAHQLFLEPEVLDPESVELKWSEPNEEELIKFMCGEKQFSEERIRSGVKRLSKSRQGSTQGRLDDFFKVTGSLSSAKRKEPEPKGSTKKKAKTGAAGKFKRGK
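Potency values derive from four-parameter Hill fits of normalized qHTS data. The reaction used 10 nM FEN1 preincubated 15 min at room temperature with compound, then 50 nM DNA substrate, read at 0 and 15 min.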
* = called active by the depositor; ? = inconclusive; . = not tested or not shown; & = joins results of further samples; [ ] = remark or other dose. Calls come from the whole dose curve; as a rule, active = well fitted curve in the direction sought with a large enough effect; inconclusive = small, poorly fitted or top-dose-only effect, or another doubt; inactive = no such curve, though single readings can be large; an effect the other way counts as inactive or inconclusive. Unless noted, % is set by controls: 0 for no effect and ±100 for the full control effect; potency is the fitted concentration of half-maximal effect.

Compound,TDP1 inh,FEN1 inhibitor,N370S GC
COCCN(C(=O)c1cc(-c2ccncc2)nc2ccccc12)c1c(N)n(CC(C)C)c(=O)[nH]c1=O,0%[0.505 µM],-4%,3%
O=C(NCC(=O)N(CC1CCCO1)C(C(=O)NC1CCCCC1)c1ccc(F)cc1)c1ccco1 (stereo not given),-4%,-3%,12%[2.35 µM]
COCCn1nnnc1CN1CCN2CCCC2C1 (stereo not given),1%,0%,-9%
CS(=O)(=O)N1CCN(c2ccc(NC(=S)NC(=O)c3cccs3)cc2)CC1,2%,-1%,-22%
Nc1nc2c(ncn2[C@@H]2O[C@H](COP(=O)(O)OP(=O)(O)O)[C@@H](O)[C@H]2O)c(=O)[nH]1,2%,.,6%
CCC(=NCCc1c(C)[nH]c2ccc(C)cc12)C1=C(O)CC(c2ccccc2)CC1=O (stereo not given),7%,-9%,14%
COc1ccc(C2(C)NC(=O)N(CC(=O)Nc3c(C)n(C)n(-c4ccccc4)c3=O)C2=O)cc1 (stereo not given),-3%,13%,-19%
Cc1ccc(-c2csc3ncn(CC#N)c(=O)c23)cc1C,.,?,1%
N#Cc1ccc(CSc2nnc(-c3c[nH]c4ccccc34)n2-c2ccccc2)cc1,7%,-4%,0%
Cc1[nH]c2ccccc2c1SCc1n[nH]c(=S)n1C,.,-15%,-1%
Cc1ccc(-n2nc(CO)c(C(=O)NCCc3ccccc3)n2)cc1C,5%,-24%,.
CCOC(=O)c1[nH]c2ccc(C)cc2c1N=CN(CC)CC,-2%,-2%,-3%
CC1(NC(=O)c2cccc(S(=O)(=O)N3CCN(c4ccccc4)CC3)c2)CCS(=O)(=O)C1 (stereo not given),.,-2%,-21%
COc1ccc(OC)c(CCNC(=O)c2nn(C)c3c2CSc2ccccc2-3)c1,3%,19%,.
O=C(O)CCCN1C(=O)C(=O)/C(=C(/O)c2ccccc2)C1/C=C/c1ccccc1 (stereo not given),-2%,1%,-4%
O=C(CSc1nnc(Cn2c(=O)sc3ccccc32)n1-c1ccccc1)N1CCOCC1,5%,7%,-2%
O=C(Cn1c(=O)oc2cc(S(=O)(=O)N3CCOCC3)ccc21)N1CCc2ccccc2C1,3%,-1%,1%
CCOC(=O)CC1C(=O)NCCN1S(=O)(=O)c1ccc(C)cc1 (stereo not given),-5%,-1%,17%
O=C(COC(=O)c1ccc(F)c(S(=O)(=O)N2CCOCC2)c1)NCc1ccco1,2%,23%,-6%
CCc1ccc(-n2c(SCC(=O)N3Cc4ccccc4CC3C(=O)O)nnc2-c2ccncc2)cc1 (stereo not given),.,-3%,-21%
CC(=O)N1c2ccc(S(=O)(=O)N(C)Cc3ccco3)cc2CC1C (stereo not given),1%,-12%,-7%
N=c1n(CC(=O)O)c2ccccc2n1Cc1ccccc1Cl,3%,2%,-3%
COc1ccc(-c2nc(N)nc(C(F)(F)F)c2-c2ccccc2OC)c(O)c1,.,-4%,-1%
COc1ccc(S(=O)(=O)NNc2nc(C)cc(C)n2)cc1[N+](=O)[O-],-2%,-5%,-6%
Cc1ccc(Cc2cnc(N3C(=N)SC(c4ccccc4)C3=O)s2)cc1 (stereo not given),11%,-16%,16%
COc1cc(/C=N/Nc2nc(N3CCCC3)nc(N3CCCC3)n2)ccc1O,2%,-1%,-3%
CC(O)Cn1nc([N+](=O)[O-])nc1N (stereo not given),-3%,19%,-23%
CSc1ccc(/C=C/c2nc3ccccc3n2S(=O)(=O)c2cccc(Cl)c2)cc1,-5%,-2%,.
Cc1ccc(CNC(=O)c2ccc(CSCc3c(F)cccc3Cl)o2)cc1,3%,5%,.
COc1ccc(OCC(=O)Nc2nc3c(s2)CCCC3)cc1,9%,-10%,24%
CC(C)CNC(=O)CC1Nc2ccccc2NC1=O (stereo not given),-8%,2%,4%
Cc1ccc(S(=O)(=O)CCC(=O)N2CCN(c3nc4c(C)c(Cl)ccc4s3)CC2)cc1,3%,-12%,.
COc1ccc(C2=NOC(C(=O)NCc3ccco3)C2)cc1 (stereo not given),2%,-1%,5%
CCOC(=O)c1ccc(NC(=O)Nc2cc(C)on2)cc1,7%,-15%,-1%
Cc1ccsc1/C=N\Nc1cn[nH]c(=O)c1Cl,5%,?,-4%
CCOC(=O)C1CSC(CC(=O)Nc2ccc(OCC)cc2)C(=O)N1 (stereo not given),-2%,-4%,2%
O=c1n(-c2ccccc2)c(=O)n2n1CC[C@H]1/C(=N\OC[C@@H](O)COCc3ccco3)[C@H]3O[C@@H]3[C@@H](O)[C@@H]12,6%&6%[21 µM],.,-23%&-4%[12.8 µM]
O=C(Nc1ccccc1C(=O)N1CCOCC1)C1COc2ccccc2O1 (stereo not given),5%,0%,2%
COc1ccc(NC(=O)Nc2ccc(Br)cn2)cc1OC,4%,0%,1%
CC1=C(C(=O)OCc2ccccc2)C(C2CCCCC2)NC(=O)N1CCCCCC(=O)O (stereo not given),7%,.,17%

Four structures out of the list, ordered by formula weight, smallest number first.
Compound,TDP1 inh,FEN1 inhibitor,N370S GC
COc1ccc(OCC(=O)Nc2nc3c(s2)CCCC3)cc1,9%,-10%,24%
COc1ccc(NC(=O)Nc2ccc(Br)cn2)cc1OC,4%,0%,1%
CCOC(=O)C1CSC(CC(=O)Nc2ccc(OCC)cc2)C(=O)N1 (stereo not given),-2%,-4%,2%
CC1=C(C(=O)OCc2ccccc2)C(C2CCCCC2)NC(=O)N1CCCCCC(=O)O (stereo not given),7%,.,17%

Other records follow.
Compound,TDP1 inh,FEN1 inhibitor,N370S GC
COc1ccc(Br)cc1C1CC(=O)N2CN(C)CSC2=C1C#N (stereo not given),-2%,?,-3%
CC(C)[C@H](NC(=O)c1ccccc1)C(=O)OCC(=O)N1CCN(C(=O)c2ccco2)CC1,0%,-3%,1%
Cc1cccc(NCc2nc(SCC(=O)Nc3ccccc3)n[nH]2)c1,.,0%,-7%
O=C(CNC(=O)c1ccc(Br)o1)NNC(=O)COc1ccccc1Cl,0%,-6%,.
CN(C)c1ccc(C2N(C)C(=O)c3ccccc3N2C)cc1 (stereo not given),.,7%,-1%
CCc1nc(Sc2nc(C)cc(C)n2)c2oc3ccccc3c2n1,0%,6%,8%
CCCNCc1nnc(-c2ccccc2Cl)o1,0%,17%,-1%
Cc1noc(C)c1COC(=O)c1cccc(S(=O)(=O)N2CCOCC2)c1,-3%,1%,2%
CCC(=O)Nc1ccc2nc(C)n(CC(=O)Nc3ccccc3)c(=O)c2c1,1%,17%,11%
O=C(N[C@H](Cc1cc(=O)[nH]c2ccccc12)C(=O)O)c1ccc(Cl)cc1,.,18%,1%
O=C1/C(=C/c2ccc(F)cc2)SC(=S)N1N1CCOCC1,.,3%,4%
C=CCSc1nnc(C)n1-c1ccc(Cl)cc1,7%,-2%,-1%
Cc1cc(F)ccc1NC(=O)c1c(C)oc2c1C1=NCCN1C=N2,10%,14%,.
CCOCCCNC(=O)C1(O)c2cc(Br)ccc2NC(=O)N1c1ccc(OCC)cc1 (stereo not given),.,-7%,-1%
CCN(CC(=O)NCc1ccc(Cl)cc1)C(=O)CCC(=O)c1ccc(F)cc1,.,5%,-1%
O=C(NC1CC1)C1=NOC(CNc2ncc(C(F)(F)F)cc2Cl)C1 (stereo not given),6%,-2%,-1%
CC(C)(/C=N/O)/[N+]([O-])=C/C=[N+](\[O-])C(C)(C)/C=N/O,6%,8%,1%
Cc1cccc(-c2nnc(SCC(=O)Nc3ncccn3)n2C)c1,5%,14%,3%
O=C(NCCCN1CCCCCC1)C1CC(=O)N(CCc2ccccc2)C1 (stereo not given),7%,1%,3%
Cc1nnc(SC2CC(=O)N(c3ccccc3)C2=O)s1 (stereo not given),-4%,11%,3%
N#Cc1c(N)nc2c3c(sc(=N)c2c1N)NC(=O)CC3c1ccccc1 (stereo not given),0%,-10%,-2%
CCN(CC)CCCn1c2c(c(SCC(=O)Nc3ccc(F)c(F)c3)nc1=O)CCC2,0%,3%,-4%
CCn1cc(CCC(=O)NCc2ccc(F)cc2)c2ccccc21,8%,15%&8%,-10%
CC(=O)c1cccc(NS(=O)(=O)c2ccc(N/C=C\C(=O)c3ccc(F)cc3)cc2)c1,4%,-17%,-25%
O=C(N/N=C/c1ccccc1)c1ccc(N2CCOCC2)c([N+](=O)[O-])c1,-4%,6%,5%
C/C(=N\NC(=O)c1c(Cl)c(C)nn1C)c1cccc(NC(=O)COc2ccccc2)c1,5%,-4%,5%
CCCCN1C(=O)C(NC(=O)c2cccnc2)(C(F)(F)F)C2=C1CC(C)(C)CC2=O (stereo not given),4%,-14%,16%
COc1ccccc1NC(=O)c1ccc(-n2cccn2)nc1,3%,-16%,5%
COc1ccc(Nc2nc(N)c([N+](=O)[O-])c(N3CCN(C)CC3)n2)cc1,.,-13%,-13%
O=S(=O)(Nc1nc2ccccc2nc1NCC1CCCO1)c1cc(Cl)ccc1Cl (stereo not given),.,-3%,6%
O=C1C2C3C=CC([C@@H]2C(=O)N1C1CC1)[C@H]1C(=O)N(C2CC2)C(=O)C31 (stereo not given in full),1%,-4%,9%
COc1cc([N+](=O)[O-])ccc1NC(=O)Nc1nc2c(s1)CCCC2,-2%,-3%,1%
CC(=O)C1=C(C)N(Cc2ccco2)C(=O)N[C@@H]1c1ccccc1,7%,.,1%
COc1ncccc1-c1nnn(-c2ccc(C)cc2)n1,8%,-19%,4%
CN(C(=O)Nc1ccc(Cl)cc1Cl)[C@H]1c2cc(Br)ccc2OC[C@H]1CO,0%,-19%,-3%
Cc1ccc(C(=O)c2cn(CC(=O)NCc3ccccc3Cl)c3nc(C)ccc3c2=O)cc1,3%,-5%,.
COc1ccc(NC(=O)N2CCCCCC2)cc1,5%,-10%,3%
O=C(COc1ccc(Cl)cc1)Nc1ccc2c(c1)CCC2,-4%,-3%,8%
Cc1cccc(NC(=O)CNC(=O)c2ccc(-n3cncn3)c([N+](=O)[O-])c2)c1C,-11%[0.505 µM],10%,-1%
COc1ccc(/C=N/Nc2nc3ccccc3s2)cc1O,-1%,-6%,13%
COc1ccc(CC(=O)c2ccc(OC)c(OC)c2)cc1,3%,?,4%
CSCCC(NC(=O)c1ccc([N+](=O)[O-])cc1Cl)C(=O)OC1CCCCC1=O (stereo not given),3%,-4%,0%
CCn1cc(S(=O)(=O)c2ccc(Cl)cc2)c(=O)c2cc(F)c(N3CCOCC3)cc21,6%,7%,.
COc1ccc(C)cc1S(=O)(=O)NC1CC1,.,-1%,-5%
Cc1c(Cl)cccc1NC(=S)NCCc1ccc(C(F)(F)F)cc1,5%,?,24%
Cc1ccc(S(=O)(=O)NC(=O)c2ccccc2F)cc1,1%,-11%,-7%
CCNC(=S)N(CCO)Cc1cc2cc3c(cc2[nH]c1=O)OCO3,.,23%,?
Cc1cccc(Cl)c1NC(=O)N1CCCN(c2ncccc2[N+](=O)[O-])CC1,0%,5%,-1%
CC(=O)c1sc(NC(=O)CCN2C(=O)C3CC=CCC3C2=O)nc1-c1ccccc1 (stereo not given),0%[56.1 µM],-8%,.
S=C1NCN(Cc2ccco2)CN1Cc1ccco1,0%,-1%,14%
CCc1ccccc1N(CC(=O)NC1CCCCC1)C(=O)CCCC(=O)Nc1ccccn1,.,5%,0%
N=c1sccn1CC(=O)Nc1ccccc1-c1ccccc1,7%,-1%,-20%
Cc1onc(-c2ccccc2Cl)c1C(=O)Oc1ccc(Br)cc1,-9%[12.3 µM],-26%,.
Cc1ccc(-n2c(=O)c3c4c(sc3n(CC(=O)c3ccc(Cl)cc3)c2=O)CCC4)cc1C,-3%,-17%,.

Limited to N370S GC, for 4 of the compounds above:
molecule | N370S GC
CCc1ccccc1N(CC(=O)NC1CCCCC1)C(=O)CCCC(=O)Nc1ccccn1 | 0%
COc1cc(/C=N/Nc2nc(N3CCCC3)nc(N3CCCC3)n2)ccc1O | -3%
COc1ccccc1NC(=O)c1ccc(-n2cccn2)nc1 | 5%
CC(=O)c1cccc(NS(=O)(=O)c2ccc(N/C=C\C(=O)c3ccc(F)cc3)cc2)c1 | -25%

Screening results (PubChem)
